ROCK2 inh: blocks human Rho kinase 2 activity. O75116. purified ROCK2, Kinase-Glo ATP depletion luminescence. inhibition, % at 6 µM. 0.35% of 60,000 active. AID 604;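 active means inhibition above the screen-wide mean inhibition plus 3 SD, cut at about 18% in these data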;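 further: plate controls were DMSO wells for no effect and Y-27632 control wells after no-enzyme background subtraction for full effect; many of its hits are not listed in these tables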
Ec RNAP inh: inhibitors of Escherichia coli RNA polymerase; 0.2% of 62,000 active; AID 559; P0A8V2; E. coli RNA polymerase, fluorescence transcription assay; inhibition, %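 (tested at 10 µM)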; in the data active means inhibition above about 20%;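 further: 0% = enzyme without compound and 100% = no enzyme blank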
Target sequence (P0A8V2 whole entry, looked up): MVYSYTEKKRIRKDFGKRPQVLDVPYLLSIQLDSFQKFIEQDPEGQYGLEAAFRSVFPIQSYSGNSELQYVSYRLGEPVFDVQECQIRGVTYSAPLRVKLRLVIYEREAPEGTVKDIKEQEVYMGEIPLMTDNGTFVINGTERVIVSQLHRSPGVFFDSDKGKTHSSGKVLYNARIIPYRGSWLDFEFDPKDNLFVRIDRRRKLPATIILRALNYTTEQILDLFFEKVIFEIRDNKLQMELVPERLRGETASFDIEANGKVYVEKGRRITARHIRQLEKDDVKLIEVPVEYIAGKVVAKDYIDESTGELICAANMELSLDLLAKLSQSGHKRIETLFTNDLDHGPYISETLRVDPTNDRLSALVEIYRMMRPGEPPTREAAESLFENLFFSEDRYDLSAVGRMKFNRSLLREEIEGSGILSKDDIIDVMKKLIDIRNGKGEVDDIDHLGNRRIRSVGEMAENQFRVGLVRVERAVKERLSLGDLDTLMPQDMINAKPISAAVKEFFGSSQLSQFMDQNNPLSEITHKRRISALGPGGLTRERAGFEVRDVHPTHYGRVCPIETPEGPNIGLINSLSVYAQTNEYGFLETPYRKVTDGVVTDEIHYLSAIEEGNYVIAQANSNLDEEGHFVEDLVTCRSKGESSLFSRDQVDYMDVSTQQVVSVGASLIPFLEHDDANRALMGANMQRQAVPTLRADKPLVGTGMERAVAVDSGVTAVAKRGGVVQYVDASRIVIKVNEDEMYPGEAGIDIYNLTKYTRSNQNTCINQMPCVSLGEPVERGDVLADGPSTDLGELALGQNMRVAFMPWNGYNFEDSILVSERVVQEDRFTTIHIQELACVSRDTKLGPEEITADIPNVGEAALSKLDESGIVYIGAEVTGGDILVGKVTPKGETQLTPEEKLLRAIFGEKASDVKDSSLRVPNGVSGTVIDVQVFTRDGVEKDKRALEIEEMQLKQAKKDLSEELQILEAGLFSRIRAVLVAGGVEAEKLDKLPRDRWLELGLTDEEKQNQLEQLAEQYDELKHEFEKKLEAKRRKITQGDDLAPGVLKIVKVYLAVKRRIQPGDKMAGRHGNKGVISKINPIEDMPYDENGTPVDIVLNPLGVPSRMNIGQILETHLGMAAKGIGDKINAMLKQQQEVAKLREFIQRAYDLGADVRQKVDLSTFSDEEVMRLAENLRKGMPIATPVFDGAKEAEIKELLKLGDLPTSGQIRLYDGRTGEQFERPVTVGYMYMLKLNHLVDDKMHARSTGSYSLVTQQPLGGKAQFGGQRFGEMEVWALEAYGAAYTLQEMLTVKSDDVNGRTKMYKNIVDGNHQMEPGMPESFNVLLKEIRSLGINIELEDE
AP ELISA ortho: orthogonal test for alternative complement pathway inhibitors. inhibition, % at 5 µM. 0.08% of 62,000 active. Human serum alternative complement pathway, LPS-coated ELISA, C3 deposition; tested in compound mixtures;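 active means inhibition above 30% in each of the two pooled mixtures holding the compound, so the lower value exceeds 30%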;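 further: 0% = serum in Mg-EGTA without compound and 100% = EDTA serum blank; some compounds past the cut are filed as inactive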
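Test system – human serum alternative complement pathway, C3 deposition on LPS-coated wells · Buffer or medium – diluted human serum in Mg2+-EGTA GVB++ · Compound dosing – 5 µM each compound, pools of ten, 50 µM per pool · Schedule – 1 h serum-compound exposure at 37 °C · Measured by – Anti-C3 ELISA, OD 450 nm · Read-out basis – percent inhibition of C3 deposition onto LPS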
JNK3 inh: inhibitors of human JNK3 kinase | P53779 | purified JNK3 kinase activity, HTS | inhibition, % at 8 µM | 0.61% of 60,000 active | AID 746; in the data active means inhibition above about 17%;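 further: 0% = DMSO and 100% = reference inhibitor; many of its hits are not listed in these tables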
CatB mixtures: inhibitors of human cathepsin B in compound mixtures | Purified cathepsin B, AMC dipeptide fluorescence | AID 488 | P07858 | inhibition, %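 (ten-compound pools at 5 µM per compound and 50 µM total)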 | 0.06% of 62,000 active; in the data active means inhibition above about 22%, passing the limit was not always enough;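 further: 0% = enzyme without compound and 100% = no enzyme blank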
CatB block: inhibitors of human cathepsin B. P07858. purified cathepsin B, fluorogenic substrate, fluorescence. inhibition, %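 (tested at 10 µM)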. 0.1% of 63,000 active. AID 453; in the data active means inhibition above about 21%;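 further: 0% = enzyme with no compound and 100% = no enzyme blank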
RORA act: RORA (human) activation. P35398. CHO-K1 Gal4-RORA LBD luciferase reporter, luminescence; percent increase over mock-subtracted basal signal. 1.5% of 65,000 active. activation, % at 10 µM;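 active means activation above the mean of all tested compounds plus 3 SD, cut at about 49% in these data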;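 further: 0% = DMSO-treated RORA cells and 100% = added signal equal to DMSO minus mock-transfected cells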
CatS block: inhibitors of human cathepsin S; inhibition, %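 (tested at 5 µM per compound within 10-compound mixtures)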; recombinant cathepsin S, AMC dipeptide fluorescence, pooled mixtures; P25774; 0.06% of 62,000 active; in the data active means inhibition above about 32%, passing the limit was not always enough;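 further: 0% = enzyme without compound and 100% = blank without enzyme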
PKA kinase inh: blocks human protein kinase A activity. PKA Kemptide phosphorylation, Kinase-Glo ATP luminescence. P17612. AID 524. inhibition, % at 6 µM. 0.1% of 65,000 active;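 active means inhibition above the screen-wide mean inhibition plus 3 SD, cut at about 21% in these data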; further: many of its hits are not listed in these tables
Numbers without * were called inactive; / = no result given. Some of the compounds tested; count on the stated rates, not on these rows.

The first 3 compounds, to show the layout:
SMILES	ROCK2 inh	Ec RNAP inh	AP ELISA ortho	JNK3 inh	CatB mixtures	CatB block	RORA act	CatS block	PKA kinase inh
COc1ccc(C2C(C(=O)c3sc(C)nc3C)=C(O)C(=O)N2CCN(C)C)cc1OC (stereo not given)	4	-4	-9	4	1	2	-14	12	6
COc1cc(OC)c(C2=NOC(C(=O)NCc3ccc4c(c3)OCO4)C2)cc1Cl (stereo not given)	0	-4	4	-2	-3	-1	-4	-6	3
COc1ccc(C2C(C(N)=O)=C(C)Nc3nc(-c4ccccc4Cl)nn32)c(OC)c1 (stereo not given)	6	3	10	0	3	1	-12	1	8

The listing, from the first entry:
SMILES	ROCK2 inh	Ec RNAP inh	AP ELISA ortho	JNK3 inh	CatB mixtures	CatB block	RORA act	CatS block	PKA kinase inh
COc1ccc(C2C(C(=O)c3sc(C)nc3C)=C(O)C(=O)N2CCN(C)C)cc1OC (stereo not given)	4	-4	-9	4	1	2	-14	12	6
COc1cc(OC)c(C2=NOC(C(=O)NCc3ccc4c(c3)OCO4)C2)cc1Cl (stereo not given)	0	-4	4	-2	-3	-1	-4	-6	3
COc1ccc(C2C(C(N)=O)=C(C)Nc3nc(-c4ccccc4Cl)nn32)c(OC)c1 (stereo not given)	6	3	10	0	3	1	-12	1	8
CCOC(=O)c1cc(-c2nnc(-c3ccc(Cl)cc3)o2)c(C)nc1C	7	12	20	0	4	4	8	2	6
CCOC(=O)N1CCC(NC(=O)Cn2cc3c(n2)CCCCC3)CC1	9	5	17	1	5	-2	4	1	2
O=C(CCc1nc2ccccc2s1)N1CCN(S(=O)(=O)c2cccs2)CC1	2	3	7	-5	4	3	-6	-6	0
CC(CNCc1ccc2c(c1)OCO2)NCc1ccc2c(c1)OCO2 (stereo not given)	2	9	13	3	7	3	3	16	0
Cc1ccc(-c2nn3c(C)nnc3s2)cc1NC(=O)CSc1ccc(Cl)cc1	6	5	4	0	-3	4	2	-10	11
COc1ccc(C2CC(=O)C3=C(C2)Nc2ncnn2C3c2ccccc2C)cc1 (stereo not given)	3	6	12	-4	5	-3	-18	10	-5
Cc1nc2cc(N3CCOCC3)c(NC(=O)C3CC3)cc2c(=O)n1Cc1ccccc1	3	7	8	-2	2	1	-11	5	4
COC(=O)CN(c1ccc(OC)c(OC)c1)S(C)(=O)=O	5	3	10	-2	1	0	-10	3	1
Nn1c(Cc2ccccc2F)nnc1SCC(=O)N1CC(=O)Nc2ccccc21	/	4	5	/	-1	-3	-15	9	8
CCOC(=O)C1=C(c2ccccc2)N(C)C(=O)NC1c1ccc(OC(F)F)c(OC)c1 (stereo not given)	-6	1	7	1	3	-4	-19	0	8
Cc1cc(C)cc(N(CC(=O)NCC2CCCO2)S(=O)(=O)c2c(C)noc2C)c1 (stereo not given)	8	2	21	5	6	-5	0	-1	3
CC1CCCC(NC(=O)CSc2ncccc2C(=O)O)C1C (stereo not given)	6	-1	1	2	1	-2	-10	4	9
O=C(c1noc2c1CCCC2)N1CCCCC1	5	10	6	-3	2	2	-24	-3	13
CCOC(=O)c1c(N)sc2c1CCS(=O)(=O)C2	6	4	16	0	-7	2	-15	-4	12
O=C(O)CCCC(=O)Nc1cccc2cccnc12	0	6	13	-9	6	8	-22	11	8
O=C(NCCc1ccccc1)C1CCCN(S(=O)(=O)c2cnc[nH]2)C1 (stereo not given)	6	1	20	-5	1	2	-10	6	2
COCCCNc1oc(COc2ccc(Cl)cc2Cl)nc1C#N	2	5	-2	3	3	2	-10	-9	-2
CCN(CC)S(=O)(=O)c1cc(C(=O)NC2CCCCC2)ccc1C	7	/	19	-6	2	/	44	-3	10
COc1ccc2[nH]c(=O)c(CN(CC3CCCO3)C(=O)Nc3ccc(F)cc3)cc2c1 (stereo not given)	6	-12	9	-4	2	1	14	-1	5
c1coc(CN(Cc2cccs2)Cc2nnnn2C2CCCCC2)c1	-2	-6	12	0	-3	0	-17	-2	0
O=C(CCCCn1c(=O)[nH]c2ccccc2c1=O)NCc1ccc2c(c1)OCO2	4	6	4	17	0	1	-12	5	12
Cc1nc(NC2=NCN(CCc3ccccc3)CN2)nc2ccccc12	3	-2	6	-5	-1	6	-22	-5	6
Next part.
SMILES	ROCK2 inh	Ec RNAP inh	AP ELISA ortho	JNK3 inh	CatB mixtures	CatB block	RORA act	CatS block	PKA kinase inh
O=C(Nc1ccc(Oc2ncccn2)cc1)c1ccco1	-2	2	-3	-3	3	-6	13	-2	-1
CC1(C)CC(=O)C(C=NCCCn2ccnc2)=C(O)C1	6	6	25	-5	-1	2	-9	-12	8
CCOc1ccc(CC(=O)Nc2ccc(S(=O)(=O)Nc3cc(C)on3)cc2)cc1OCC	0	0	13	-1	3	-3	0	-4	0
O=C(Nc1ccccc1Cl)c1cc(S(=O)(=O)N2CCCC(C(=O)O)C2)ccc1F (stereo not given)	/	5	11	/	3	3	0	-5	8
COC(=O)c1[nH]c2ccc(Br)cc2c1NC(=O)C(C)N1CCN(C2CCCCC2)CC1 (stereo not given)	3	4	11	0	0	-2	-7	-2	1
O=C(CCCCCN1C(=O)c2ccccc2C1=O)Nc1nccs1	2	8	3	-1	2	3	-1	10	4
Cc1ccccc1-c1nc(CS(=O)(=O)CC(=O)NCc2ccccc2)c(C)o1	0	7	-2	5	0	0	-4	5	-4
NC1=NC(=O)CC(C(=O)NCc2ccccc2)S1 (stereo not given)	-1	13	6	1	5	8	-2	14	0
CCOC(=O)c1sc2ncn(C(C)C(=O)OCC)c(=O)c2c1C (stereo not given)	5	1	5	-1	-6	4	12	-4	11
Cc1ccc(NC(=O)CS(=O)(=O)c2cn(C)c3ccccc23)c(C)c1	2	1	9	4	2	1	-14	-12	7
c1ccc(CNc2ncnc3c2cnn3-c2ccccc2)cc1	8	7	7	21*	2	4	91*	6	13
CCCCOc1ccc(C(=O)CCNC(C(=O)O)C(C)CC)cc1 (stereo not given)	0	-4	10	4	-1	-3	-2	0	-5
COCC(=O)NCCNc1nc2ccc(C)cc2cc1C	3	/	/	-10	/	/	6	/	2
O=C(O)C1CCCN1C(=O)Oc1ccccc1 (stereo not given)	9	6	7	0	6	1	-13	-1	-1
CCOCCCNC(=O)c1ccc2c(c1)N(Cc1ccccc1)C(=O)CS2=O (stereo not given)	3	2	6	7	4	1	2	-1	1
Cc1cc(=O)[nH]c(Nc2c(C)n(C)n(-c3ccccc3)c2=O)n1	-4	9	11	-11	5	0	-14	-2	-2
Cc1sc2ncnc(SC(C)C#N)c2c1C (stereo not given)	-4	-1	-36	-7	-2	0	-23	25	-4
CCCCOc1ccc(OCCCC)c2c1NC1(N2)C(=O)N(C(C)=O)c2ccccc21	4	5	2	0	0	2	12	-10	11
COc1ccc(OC)c(NC(=O)C23CCC(C)(C(=O)O2)C3(C)C)c1 (stereo not given)	0	-1	15	-9	-14	-3	3	-13	2
Cc1noc(C)c1COc1cccc(C(=O)OCC(=O)N2CC(=O)Nc3ccccc32)c1	1	3	10	0	-3	2	25	-4	7
CC(C)c1nc2cc3ccccc3cc2[nH]1	/	8	-9	/	-5	-4	18	4	9
CCOc1cccc(=O)c2c(C)n(CC3CCCO3)c(C)c12 (stereo not given)	7	-6	-23	0	2	0	8	-2	8
C=C(C)Cn1c(CCNC(=O)C(C)(C)C)nc2ccccc21	/	1	10	/	3	-7	-5	-4	3
COc1cc(-c2nnc(SCC(=O)N(Cc3ccccc3)C(C)(C)C)o2)cc(OC)c1OC	-5	3	6	-8	-3	0	14	8	-4
CCOc1ccc(N(CC(=O)NC(C)(C)C)C(=O)c2ccco2)cc1	-7	-7	19	-6	-2	-3	-6	-5	-3

Just CatB block (5 entries from above):
SMILES | CatB block
O=C(Nc1ccccc1Cl)c1cc(S(=O)(=O)N2CCCC(C(=O)O)C2)ccc1F (stereo not given) | 3
COC(=O)c1[nH]c2ccc(Br)cc2c1NC(=O)C(C)N1CCN(C2CCCCC2)CC1 (stereo not given) | -2
O=C(CCCCCN1C(=O)c2ccccc2C1=O)Nc1nccs1 | 3
Cc1ccccc1-c1nc(CS(=O)(=O)CC(=O)NCc2ccccc2)c(C)o1 | 0
NC1=NC(=O)CC(C(=O)NCc2ccccc2)S1 (stereo not given) | 8

Additional results
SMILES	ROCK2 inh	Ec RNAP inh	AP ELISA ortho	JNK3 inh	CatB mixtures	CatB block	RORA act	CatS block	PKA kinase inh
CCOC(=O)c1cnn(-c2cc(C)c3ccccc3n2)c1N	-1	-5	12	-10	-3	2	15	0	-3
CCCCNC(=O)Cn1cnc2c(cnn2-c2ccc(C)c(C)c2)c1=O	1	1	8	-3	-1	-2	1	-9	8
CCOC(=O)N1CCN(C(=O)c2cn(CC)c3cc(N4CCN(C)CC4)c(F)cc3c2=O)CC1	1	4	8	-5	-6	-1	4	-11	0
O=C(O)c1ccc(NCc2ccc3c(c2)OCO3)cc1	-2	-1	-5	-4	4	3	48	1	-1
CC1CN(Cc2ccc(C#N)cc2Cl)CC(C)O1 (stereo not given)	2	7	8	-10	1	3	-10	4	0
COC(=O)Nc1ccccc1C(=O)N1CCCCC1	6	7	1	4	2	1	20	-4	14
c1ccc(-n2nnnc2Oc2cccc3cccnc23)cc1	0	4	13	-1	-5	3	-13	15	-4
Cc1nn(-c2nc3ccccc3s2)c(N)c1Sc1ccc(F)cc1	-3	-9	21	1	-2	-1	26	-6	-7
CC1(C)Cc2c(sc3ncn4nc(CCC(=O)O)c(=O)nc4c23)CO1	6	3	23	9	6	-8	-12	5	10
N=c1c2c(n(Cc3ccccc3)c3c1CCC3)CCC2	1	9	-5	6	-1	-1	-32	8	10
CC(c1nnc(SCn2nnc3ccccc3c2=O)n1-c1ccc(Cl)cc1)N(C)C (stereo not given)	-9	4	9	-2	4	0	-2	-10	0
Cc1sc(NC(=O)CSc2nnnn2C2CCCC2)c(C#N)c1C	5	13	8	1	2	7	15	3	11
CC(NC(=O)Cn1nc(C(=O)O)c2ccccc2c1=O)c1ccccc1 (stereo not given)	1	7	7	7	10	-2	10	23	-2
COc1ccccc1CCC(=O)Nc1nc2ccccc2[nH]1	2	9	3	4	-9	5	19	-4	8
CC(=O)c1c(C)[nH]c(C(=O)CSc2nnc(CN3CCCCCC3=O)n2-c2ccccn2)c1C	3	4	11	6	0	-4	-2	-7	8
CC1(C)CC2CC(C)(CN2C(=O)CN2C(=O)c3ccccc3C2=O)C1 (stereo not given)	6	0	14	6	2	5	-18	-8	2
COc1ccc(S(=O)(=O)NCCCN2CCOCC2)c2ccccc12	6	12	3	-1	4	7	14	-5	8
CCCCCn1c(CN2CCN(C(=O)OCC)CC2)nc2c1c(=O)[nH]c(=O)n2C	6	-7	11	-3	-5	0	-5	-5	6
CC(C)CN(CCCNC(=O)CC1Oc2ccccc2NC1=O)CC(C)C (stereo not given)	7	7	9	-8	3	4	-6	-3	10
Cc1cc(Cl)ccc1OCCCC(=O)NC1CCN(C)CC1	8	/	29	3	1	-1	8	-8	6
CCNc1ccc(C(=O)OCC)cc1NC(=O)c1cccc(S(=O)(=O)N2CCOCC2)c1	-2	/	15	-4	6	5	-27	-2	1
CN(Cc1c(O)ccc2c1oc(=O)c1ccccc12)C1CCCCC1	-8	11	/	6	/	-3	0	/	7
O=C(C1CCCN(c2ncccn2)C1)N1CCc2ccccc21 (stereo not given)	0	0	13	-2	4	1	5	-1	-1
CC1Cc2cc(/C(O)=C3/C(=O)C(=O)N(CCN4CCOCC4)C3c3cccc(O)c3)ccc2O1 (stereo not given)	6	3	1	1	9	11	10	11	3
COc1ccccc1N1CCN(C(=O)c2cc3c(=O)n(C)c4ccccc4c3n2C)CC1	2	2	17	11	4	-6	11	9	4
CC1CC(=O)Nc2ccccc2S1(=O)=O (stereo not given)	0	4	4	5	1	0	-1	-7	4

Screens as filed in PubChem BioAssay.
